Peg3 imprint: genomic imprint erasure induction; hit rate 0.02% among 110,000; Potency, µM (top dose mostly 60.7 µM), inactives show at the top dose activity change, positive = activation, hits mostly activators; mouse ES Peg3-LacZ reporter, beta-gal luminescence, 40 h;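 further: 0% = negative control wells on the plate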
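Readout: BetaGlo luminescence (5 min, room temp) for LacZ from the normally silent maternal Peg3 allele in female Peg3LacZ-Neo ES cells. Cells 300/well, 40 h, 37C, 5% CO2. Data normalized per plate to negative controls.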
IkB signaling: IkB pathway inhibition in ABC-DLBCL cells; Potency, µM (highest dose often 57.1 µM), without a hit: at the top dose IkBa stabilization activation; hit rate 0.04% among 110,000; ABC-DLBCL IkBa-CBG/CBR dual luciferase ratio, 4 h; response scale: scaled: untreated 0%, proteasome inhibitor 100%; active means well fitted curve in the direction sought with a large enough effect in the signal ratio, not every such curve was filed as active; inconclusive means small, poorly fitted or top-dose-only effect, or a change in a side signal; the % refers to the signal ratio;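 further: the direction sought is a rising ratio; 0% = basal untreated cells and 100% = reference inhibitor full response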
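In this assay, an IκBα–CBG68 fusion accumulates when IKK-driven degradation is blocked; native CBR normalizes for cell number. OCI-Ly3 cells were treated 4 h with compound and doxycycline, then green and red light read after Chroma-Glo addition.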
p53ts 32C kill: p53ts cell cytotoxicity, permissive temperature. H1299-p53A138V at 32C, ATP luminescence viability, 24 h. Potency, µM (series often up to 46.1 µM), inactives show top-dose activity change, negative = cytotoxicity, most hits filed as cytotoxic. hit rate 0.93% among 130,000. AID 924;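 further: 0% = DMSO and -100% = full killing by reference compound; nearly all actives have a fitted effect of over 55% in size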
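Viability by ATPlite luminescence after 24 h compound treatment (up to 46 uM) at the permissive 32C. Cells are H1299 carrying p53 A138V. Scale runs from DMSO basal to 100 uM tamoxifen as full kill; AC50 from Hill fits.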
p53ts 39C tox: kills p53ts cells at the nonpermissive temperature | H1299-p53A138V viability at 39C, ATP luminescence, 24 h | Potency, µM (titrated, usually from 46.1 µM), for inactives: at the highest dose activity change, negative = cell killing, actives largely listed as cytotoxic | hit rate 1.5% among 130,000; further: nearly all actives have a fitted effect of over 55% in size
The depositor's hits bear a star; ? = inconclusive; nt = no result given; [ ] = another dose, or the depositor's remark. Unless noted, the call rests on the fitted dose curve; in most records, active means well fitted curve in the direction sought with a large enough effect; inconclusive means small, poorly fitted or top-dose-only effect, or another doubt; inactive means no such curve, though single readings can be large; an effect the other way counts as inactive or inconclusive. Unless noted, on the % scale 0 is the no-effect control and ±100 the full control effect; potency means the concentration at half of the fitted maximal effect. Random draw from the library; about 1.7% have a hit in one of these screens.

molecule	Peg3 imprint	IkB signaling	p53ts 32C kill	p53ts 39C tox
Cc1cc(C(=O)NC(C)C)on1	-5.3%	-0.4%	5.0%	-2.2%
COc1ccc(/C=C/C(=O)Nc2ccc3nc(N4CCC(C)CC4)cc(C)c3c2)cc1	-14.1%[10.9 µM]	5.3%	-14.9%	-5.8%
COc1cc(NC(=O)c2ccc(-n3cnc4cccnc43)cc2)cc(OC)c1	-11.1%[10.9 µM]	?	-10.3%	26.5%
CCc1ccc(NCc2cc3cc4c(cc3n(CC(=O)Nc3ccccc3OC)c2=O)OCCO4)cc1	3.1%[10.9 µM]	?	1.5%	4.8%
CC1(C)CC(=O)C2=C(C1)Nc1ccccc1NC2c1nc2ccccc2[nH]1 (stereo not drawn)	-4.7%	-1.7%	0.2%	5.3%
O=C(COC(=O)CNC(=O)c1ccc(Br)o1)Nc1ccc2c(c1)OCCO2	-12.1%	-1.2%	-7.0%	-5.2%
Cc1cc(C)c2c(n1)nn1c(NCCCN3CCOCC3)cc(C)nc21	-5.7%	-0.6%	2.8%	11.8%
CCCOC(=O)c1c(-c2ccccc2)c(-c2ccccc2)nn(C)c1=O	-9.9%[10.9 µM]	?	5.2%	-25.7%
CCOc1ccc(CNC(=O)C(CC)n2nc(C)n3c(cc4occc43)c2=O)cc1OC (stereo not drawn)	nt	nt	13.7%	-2.5%
O=S(=O)(Nc1cccc2ccccc12)N1CCCC1	-7.2%	1.6%	6.4%	9.5%
Cc1cc(C(=O)NCc2cc(C(=O)O)oc2C)c(C)o1	-17.1%	-3.2%	8.4%	-2.9%
COC(=O)c1ccc(C(NC(=O)OCc2ccccc2)/C(C)=C/[C@@H](C)C(=O)N2CCN(C)CC2)cc1 (stereo partly drawn)	-11.6%	nt	17.2%	-4.4%
COc1ccc(N2CCN(C(=O)C3CCCN(C(=O)c4cc5sccc5n4C)C3)CC2)cc1 (stereo not drawn)	-11.1%[10.9 µM]	?	1.1%	-16.2%
COC(=O)C1=C(C)N(c2ccc(F)cc2)C(=O)C1	1.2%	?	3.7%	4.9%
O=C(CSc1oc(-c2ccco2)nc1S(=O)(=O)c1ccccc1)c1ccc(Cl)cc1	-8.2%[10.9 µM]	?	13.6%	17.5%
Cc1noc(N)c1C(=O)Nc1ccc(F)c(Cl)c1	-8.8%	1.2%	17.6%	11.3%
Cc1cc(NC(=O)CCS(=O)(=O)c2cc3c4c(c2)CCN4C(=O)CC3)ccc1Br	4.2%[10.9 µM]	-1.0%	1.0%	-4.2%
COc1ccc(CCNC(=O)CCSCc2ccccc2Cl)cc1OC	-10.0%[10.9 µM]	?	-0.8%	-25.2%
CCOc1ccc(-c2nonc2NC(=O)c2oc3cc(C)c(C)cc3c2C)cc1OCC	-8.7%[10.9 µM]	-1.4%	1.0%	-15.2%
O=c1cc(-c2ccccc2)c2ccc3c(c2o1)CN(Cc1ccccc1)CO3	-8.4%[10.9 µM]	?	-11.5%	-0.2%
CCCc1c(OCCCCc2nn[nH]n2)ccc(C(C)=O)c1O	-13.0%	nt	6.1%	-17.0%
O=C(CSc1nnc(-c2ccccc2Cl)o1)N1CCCCC1	-17.4%	2.3%	-27.7%	-17.4%
CCN(CCCNC(=O)c1cc2c(=O)n(CC)c3ccccc3c2s1)Cc1ccccc1	-11.1%[10.9 µM]	?	-19.1%	-26.3%
O=C(c1ccc(Cl)cc1)N1CCC(c2nc(-c3cccs3)no2)CC1	nt	?	-8.6%	3.1%
COc1ccc(CCN(Cc2nc3ccccc3c(=O)[nH]2)C(=O)c2ccco2)cc1OC	2.7%	-0.6%	-5.8%	?
CCOc1ccc(NC(=O)CSc2nc(=O)[nH]c3c2CCC3)cc1	8.1%[10.9 µM]	-2.8%	-2.4%	-21.2%
CC(Sc1nncs1)C(=O)NCc1ccc2c(c1)OCO2 (stereo not drawn)	-12.7%	-0.8%	2.3%	-2.6%
COc1cccc(-n2c(=O)c3c(C)c(C(=O)N(C)C)sc3n(CC(=O)NCCc3ccc(OC)c(OC)c3)c2=O)c1	4.0%[10.9 µM]	-2.4%	0.8%	-10.3%
CCOc1ccccc1N1CCN(C(=O)c2cc(C)oc2C)CC1	nt	nt	5.5%	0.2%
Cc1ccc(N2C(=O)CSC23C(=O)N(CC(=O)NC2CCCCC2)c2ccccc23)cc1C (stereo not drawn)	-7.2%[10.9 µM]	1.9%	2.1%	10.8%
CCNc1ncc2nc(CCc3ccccc3)c(=O)n(C3CC3)c2n1	2.0%	-0.5%[11.4 µM]	0.5%	-3.4%
CCOC(=O)c1c(C)c(C(=O)NCc2cccs2)c(C)n1CC	-7.2%	-1.3%	-0.3%	0.6%
COc1ccc(-c2nc(CSc3nnc(C)n4c3cc3oc(C)cc34)c(C)o2)cc1OC	-17.2%[10.9 µM]	3.0%	-0.8%	-16.3%
CCN(CC)C(=O)c1sc2c(c1C)c(=O)n(-c1ccc(Cl)c(Cl)c1)c(=O)n2Cc1cc(=O)n2ccccc2n1	-12.0%[10.9 µM]	0.9%	11.0%	-17.7%
COC(=O)c1cc(OC)c(OCc2cc(C(=O)OC)oc2C)c(OC)c1	-8.1%	4.3%	4.4%	0.0%
COc1ccc(CCn2c(=O)c3ccccc3n(CC(=O)Nc3cccc(C)c3)c2=O)cc1OC	10.3%[10.9 µM]	?	4.2%	-5.5%
O=C(NCCc1ccccc1)c1ccc2c(c1)N(Cc1ccc(Cl)cc1)C(=O)c1ccccc1S2(=O)=O	-12.1%[10.9 µM]	-1.4%	19.3%	-5.3%
c1ccc(CSc2nnc3c(n2)OC(c2ccco2)Nc2ccccc2-3)cc1 (stereo not drawn)	1.4%	?	-2.3%	1.2%
Cc1ccc(CSc2nnc([C@@H](N)C(C)C)o2)cc1	-20.4%[10.9 µM]	0.2%	-2.8%	-10.3%
O=C(NCc1ccc(Cl)cc1)c1cc(-c2ccc(F)cc2)on1	-5.2%[10.9 µM]	3.6%	8.3%	7.7%
Cc1noc(C)c1-c1ccc2ncnc(N3CCOCC3)c2c1	-0.6%	3.9%[11.4 µM]	3.3%	-18.3%
COC(=O)Nc1nc2ccc(C(=O)c3ccccc3)cc2[nH]1	-32.7%[inhibitor]	?	13.9%	-8.0%
CCOc1ccc(N2CC(c3nc4ccccc4n3CCOc3ccccc3)CC2=O)cc1 (stereo not drawn)	5.7%[10.9 µM]	?	14.1%	?
O=c1oc2ccccc2cc1-c1nnc(Nc2ccc(Cl)cc2Cl)s1	-5.8%[10.9 µM]	-2.4%	0.2%	-6.3%
CCc1nc2ccc(C(=O)NCc3ccc(OC)c(OC)c3)cc2nc1CC	-6.9%[10.9 µM]	2.0%	10.0%	-3.2%
CCOC(=O)Cc1csc(NC(=O)CN2C(=O)c3ccccc3S2(=O)=O)n1	-16.3%	0.8%	6.7%	11.1%
Cc1cccc(NC(=O)CCn2ccnc2C)c1	-12.6%	-2.0%	-7.1%	-11.3%
COc1ccc(CCN(Cc2cc3cc(C)ccc3[nH]c2=O)C(=O)N2CCCC2)cc1OC	-15.3%	-0.9%	0.6%	12.0%

An excerpt of these results, with values under each structure.
Values run as follows: Peg3 imprint	IkB signaling	p53ts 32C kill	p53ts 39C tox
- Cc1ccc(N2C(=O)CSC23C(=O)N(CC(=O)NC2CCCCC2)c2ccccc23)cc1C (stereo not drawn)
 : -7.2%[10.9 µM]	1.9%	2.1%	10.8%
- CCNc1ncc2nc(CCc3ccccc3)c(=O)n(C3CC3)c2n1
 : 2.0%	-0.5%[11.4 µM]	0.5%	-3.4%
- CCOC(=O)c1c(C)c(C(=O)NCc2cccs2)c(C)n1CC
 : -7.2%	-1.3%	-0.3%	0.6%
- COc1ccc(-c2nc(CSc3nnc(C)n4c3cc3oc(C)cc34)c(C)o2)cc1OC
 : -17.2%[10.9 µM]	3.0%	-0.8%	-16.3%
- CCN(CC)C(=O)c1sc2c(c1C)c(=O)n(-c1ccc(Cl)c(Cl)c1)c(=O)n2Cc1cc(=O)n2ccccc2n1
 : -12.0%[10.9 µM]	0.9%	11.0%	-17.7%
- COC(=O)c1cc(OC)c(OCc2cc(C(=O)OC)oc2C)c(OC)c1
 : -8.1%	4.3%	4.4%	0.0%
- COc1ccc(CCn2c(=O)c3ccccc3n(CC(=O)Nc3cccc(C)c3)c2=O)cc1OC
 : 10.3%[10.9 µM]	?	4.2%	-5.5%
- O=C(NCCc1ccccc1)c1ccc2c(c1)N(Cc1ccc(Cl)cc1)C(=O)c1ccccc1S2(=O)=O
 : -12.1%[10.9 µM]	-1.4%	19.3%	-5.3%
- c1ccc(CSc2nnc3c(n2)OC(c2ccco2)Nc2ccccc2-3)cc1 (stereo not drawn)
 : 1.4%	?	-2.3%	1.2%
- Cc1ccc(CSc2nnc([C@@H](N)C(C)C)o2)cc1
 : -20.4%[10.9 µM]	0.2%	-2.8%	-10.3%
- O=C(NCc1ccc(Cl)cc1)c1cc(-c2ccc(F)cc2)on1
 : -5.2%[10.9 µM]	3.6%	8.3%	7.7%
- Cc1noc(C)c1-c1ccc2ncnc(N3CCOCC3)c2c1
 : -0.6%	3.9%[11.4 µM]	3.3%	-18.3%
- COC(=O)Nc1nc2ccc(C(=O)c3ccccc3)cc2[nH]1
 : -32.7%[inhibitor]	?	13.9%	-8.0%
- CCOc1ccc(N2CC(c3nc4ccccc4n3CCOc3ccccc3)CC2=O)cc1 (stereo not drawn)
 : 5.7%[10.9 µM]	?	14.1%	?
- O=c1oc2ccccc2cc1-c1nnc(Nc2ccc(Cl)cc2Cl)s1
 : -5.8%[10.9 µM]	-2.4%	0.2%	-6.3%
- CCc1nc2ccc(C(=O)NCc3ccc(OC)c(OC)c3)cc2nc1CC
 : -6.9%[10.9 µM]	2.0%	10.0%	-3.2%

Later entries.
molecule	Peg3 imprint	IkB signaling	p53ts 32C kill	p53ts 39C tox
Cc1ccc(S(=O)(=O)NCCSc2nnc(N)s2)cc1	-13.5%	-1.0%	4.6%	7.3%
CCOC(=O)CNC(=O)Cn1cnc2ccc(S(=O)(=O)N3CCC(C)CC3)cc2c1=O	-8.4%	1.2%	5.3%	-8.0%
Clc1ccccc1CNc1nc2ccccc2c2nc(-c3cccnc3)nn12	-6.3%[10.9 µM]	-0.7%	11.6%	6.7%
O=C(Nc1ccc(O)cc1)c1cccc(S(=O)(=O)N2CCOCC2)c1	21.1%[10.9 µM]	0.9%	2.0%	7.5%
CC1CC2(C)Oc3ccccc3C3OCC1(COC(=O)Nc1ccccc1)C(C)C32 (stereo not drawn)	-15.1%	nt	-14.9%	-18.9%
COc1cccc(CNC(=O)c2cc(C)nc3c2c(C)nn3-c2cccc(F)c2)c1	11.5%[10.9 µM]	-0.7%	1.1%	-7.9%
COCCNC(=O)C(c1ccco1)N(C(=O)Cn1nnc2ccccc21)c1ccccc1C (stereo not drawn)	-6.2%	0.2%	2.7%	11.1%
COc1ccc(-c2cc3ccc(O)c(CN4CCC(C)CC4)c3oc2=O)cc1	12.1%[10.9 µM]	-2.2%	5.5%	12.1%
COc1ccc2cc(-c3nc(-c4ccc(N(C)C)cc4)no3)c(=O)oc2c1	-18.3%[10.9 µM]	-2.6%	1.4%	-7.8%
CCc1ccc(C2C(C(=O)Nc3ccccc3)=C(C)Nc3nc(SCC(=O)c4ccc(C)cc4)nn32)cc1 (stereo not drawn)	-6.1%[10.9 µM]	-3.7%	4.0%	-10.3%
COc1ccc(OC)c2c(=S)c3ccccc3[nH]c12	-20.2%	?	1.5%	-11.4%
O=C(Nc1cccc(F)c1)c1ccc2snnc2c1	-9.0%[10.9 µM]	-0.3%	-10.7%	-27.1%
O=C(Nc1ccc2c(c1)CCCN2C(=O)c1cccs1)c1ccccc1Cl	-12.2%[10.9 µM]	?	?	?
Cn1nnnc1SCCNCc1ccccc1OCc1ccccc1F	-12.2%[10.9 µM]	-1.1%	-9.1%	-3.3%

Assay outcomes as filed in PubChem BioAssay.
